Screens as filed in PubChem BioAssay.
DPM-DC inhibit: S. pneumoniae DPM-DC inhibitors, primary screen, biochemical, PK/LDH-coupled NADH fluorescence; purified DPM-DC; diphosphomevalonate decarboxylase (Streptococcus pneumoniae D39); hit rate 0.49% among 65,000; AID 556, 2006; calls only at 10 µM;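 active = the 320 compounds with the highest percent inhibition in the single-dose primary screen, excluding strongly autofluorescent ones, cut at about 32% in these data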;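 note: kinetic rate of NADH fluorescence loss reporting ADP formed by the decarboxylase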
Alkaline phosphatase: human TNAP enzyme inhibitors, biochemical, luminescent (AID 518). Alkaline phosphatase, tissue-nonspecific isozyme (Homo sapiens). purified TNAP enzyme, luminescent substrate readout; higher % means a stronger effect. inhibition, % at 20 µM; hits with a dose series show IC50 in µM. hit rate 0.09% among 64,000; in the data active = a potency from the dose series; inactive = the rest, 99 in 100 with inhibition below about 22%;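 note: plate controls were vehicle for no effect and reference inhibitor for full effect; many of its hits are not listed in these tables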
HPDE-C7 cytotoxicity: cytotoxicity in HPDE-C7 cells, cell-based, fluorescence, HTS (AID 430); HPDE-C7 pancreatic duct cells viability, fluorescence; higher % means a stronger effect; hit rate 1.8% among 63,000; cytotoxicity, % at 10 µM; hits with a dose series show EC50 in µM;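 note: cells exposed to compound for 48 hours before viability readout; 0% = vehicle and 100% = reference cytotoxic drug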
Bfl-1 displacement: Bfl-1 inhibitors, primary screen, biochemical, fluorescence polarization, FITC-Bid, mouse (AID 432) | displacement, % at 20 µM; hits with a dose series show IC50 in µM | FITC-Bid BH3 peptide fluorescence polarization displacement; higher % means a stronger effect | hit rate 0.02% among 64,000; in the data active = a potency from the dose series; inactive = the rest, 99 in 100 with displacement below about 15%; note: strong numbers were not always called active
LYP inhibition: LYP phosphatase inhibitors, primary screen, biochemical, DiFMUP fluorescence, recombinant catalytic domain, 10 µM (AID 606). recombinant LYP catalytic domain, DiFMUP fluorescence; higher % means a stronger effect. inhibition, % at 10 µM, or IC50 in µM where a hit was titrated. 52,000 tested, under 10 active;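 active = IC50 under 40 µM in the dose-response test; inactive = IC50 of 40 µM or more, or never dose-tested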
HT1080 viability: cytotoxicity in HT1080 fibrosarcoma cells, cell-based, fluorescence readout (AID 620); HT1080 viability, fluorescence; higher % means a stronger effect; cytotoxicity, % at 10 µM, or EC50 in µM where a hit was titrated; hit rate 0.42% among 87,000;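 note: cells exposed to compound overnight then 4 h with Alamar Blue; 0% = vehicle DMSO and 100% = killing control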
MK inhibit: S. pneumoniae MK inhibitors, primary screen, biochemical, PK/LDH-coupled NADH absorbance | mevalonate kinase [Streptococcus pneumoniae D39] | purified MK, PK/LDH-coupled NADH absorbance 340 nm | inhibition, % at 10 µM | hit rate 0.48% among 65,000;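 active = ranked among the strongest by inhibition in the single 10 µM screen, a fixed top-ranked set picked for dose follow-up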; note: no value below 0 was filed
Spn PMK inh: S. pneumoniae PMK inhibitors, primary screen, biochemical, mevalonate pathway, pilot trial included. phosphomevalonate kinase (Streptococcus pneumoniae D39). inhibition, % at 10 µM. hit rate 0.49% among 65,000. purified PMK, PK/LDH-coupled NADH absorbance 340 nm;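 active = top-ranked compounds by inhibition in the single 10 µM screen, taking a fixed number of the strongest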;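 note: 0% = full reaction with DMSO carrier and 100% = background rate without enzyme reaction; no value below 0 was filed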
HPDE-C7K KRASV12: cytotoxicity in KRAS-transformed pancreatic duct cells, primary screen, cell-based, fluorescence, HTS (AID 431); one-dose cytotoxicity, % at 10 µM; EC50 in µM for titrated hits; hit rate 1.7% among 63,000; HPDE-C7K KRASV12 cells, Alamar Blue viability, 48 h; higher % means a stronger effect;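 active = compounds whose percent cytotoxicity in the single-dose primary screen, scaled between solvent and toxic-drug controls, exceeds 50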;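 note: 0% = DMSO solvent wells and 100% = doxorubicin-treated wells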
Spn PMK inh pilot replicates: recorded beside Spn PMK inh, whose call it bears; inhibition, %; measured here: pilot screen replicates
MK inhibit pilot replicates: second read-out of MK inhibit, no call of its own (marks repeat the call); inhibition, %; measured here: pilot screen replicates
DPM-DC inhibit pilot screen %: second read-out of DPM-DC inhibit, no call of its own (marks repeat the call); inhibition, %; measured here: pilot screen trials
* hit, by the source's call; i = inactive; . = no result given. Cut-off read from the data, not from the text of the source, unless noted: active = cytotoxicity above about 50%; inactive = the rest.

SMILES	DPM-DC inhibit	Alkaline phosphatase	HPDE-C7 cytotoxicity	Bfl-1 displacement	LYP inhibition	HT1080 viability	MK inhibit	Spn PMK inh	HPDE-C7K KRASV12	others
Cc1cc(C)cc(OCC(=O)N(Cc2cccs2)C2CCS(=O)(=O)C2)c1 (stereo not drawn)	i	8%	6%	1%	-6%	-10%	14	14	3%
COc1cccc(NC(=O)CNC(C)CCC(C)C)c1 (stereo not drawn)	i	11%	0%	-4%	2%	-6%	6	9	5%
O=C(c1cccc(S(=O)(=O)N2CCOCC2)c1)N1CCCCCC1	i	7%	-3%	-7%	-3%	0%	4	0	-10%
CCOC(=O)c1ccc2c(c1)nc(C1CCN(S(=O)(=O)c3cccs3)CC1)n2CC	i	6%	-11%	-2%	1%	4%	8	9	-11%
Cc1ccc(C)n1-c1ccc2c(c1)COC2=O	i	8%	-18%	10%	22%	28%	5	7	-19%
Cn1nnnc1SCC(=O)N1CCN(c2ccc(Cl)cc2)CC1	i	1%	-4%	-4%	6%	10%	4	0	-13%
COc1cccc(C2=NOC(C(=O)N3CCOCC3)C2)c1 (stereo not drawn)	i	5%	-13%	-7%	10%	15%	0	1	-19%
Cc1oc2c(c(=O)c1C)C(=O)CC(c1ccccc1)C2 (stereo not drawn)	i	17%	5%	-1%	.	7%	8	17	9%
Cn1c(-c2ccc(F)cc2)cnc1NCc1ccc(C#N)cc1	i	7%	-8%	-9%	.	3%	8	9	10%
COc1ccccc1NS(=O)(=O)c1ccc(OC)c(OC)c1	i	16%	-11%	0%	-2%	-1%	3	14	3%	Spn PMK inh pilot replicates=0.5;MK inhibit pilot replicates=0.0;DPM-DC inhibit pilot screen %=0.0
COc1ccccc1N1CCN(C/C=C/c2ccc(N(C)C)cc2)CC1	i	5%	0%	-8%	.	-8%	35	0	17%
Cc1cc(Nc2ccc(F)cc2C)n2nc(C)nc2n1	i	5%	6%	1%	3%	-8%	18	17	2%
C=CCn1c(=O)c2ccccc2n2c(Sc3nnnn3-c3ccccc3)nnc12	i	7%	1%	2%	3%	-1%	0	15	3%
O=C(O)C1CCN(S(=O)(=O)N2CCOCC2)CC1	i	8%	5%	2%	0%	20%	0	9	4%
COCCOC(=O)C1=C(C)NC(=O)NC1c1ccc(Cl)cc1 (stereo not drawn)	i	4%	-19%	-2%	11%	-4%	0	7	-23%
O=C(NCCN1CCOCC1)C1CCN(c2nc3ccccc3o2)CC1	i	7%	2%	2%	17%	2%	2	20	2%
COC(=O)c1ccc2[nH]c(C)cc(=O)c2c1	.	8%	-15%	-12%	10%	2%	6	8	-4%
COc1ccc2c(Cl)c(C(=O)NC3CCS(=O)(=O)C3)sc2c1 (stereo not drawn)	i	12%	-34%	-2%	-18%	-3%	9	8	-7%
S=c1[nH]nc(-c2cccnc2)o1	i	2%	-2%	2%	.	-11%	8	3	0%
COCCNC(=O)C1CCC(Cn2c(=S)[nH]c3ccccc3c2=O)CC1 (stereo not drawn)	i	4%	-2%	3%	9%	-3%	6	4	-7%
N#Cc1nc(Cc2cccc3ccccc23)oc1N1CCCCC1	i	11%	.	17%	5%	-6%	4	0	.
O=C(O)Cc1nc2nc3c(c(=O)n2[nH]1)CCCC3	i	10%	5%	-7%	7%	-1%	10	1	2%
COc1ccc(N(CC(=O)NC2CCCC2)C(=O)Cn2nnc(-c3ccc(F)cc3)n2)cc1OC	i	11%	-23%	-5%	.	-8%	7	14	-7%
O=C(O)C1CSCN1S(=O)(=O)c1cccc2nsnc12 (stereo not drawn)	i	8%	0%	0%	-4%	-1%	5	8	3%
O=C(c1ccc(N2CCNCC2)cc1)c1cccnc1	i	5%	-2%	2%	7%	8%	12	13	-12%
SMILES	DPM-DC inhibit	Alkaline phosphatase	HPDE-C7 cytotoxicity	Bfl-1 displacement	LYP inhibition	HT1080 viability	MK inhibit	Spn PMK inh	HPDE-C7K KRASV12	others
O=C(Nc1ccccc1)N1CCSCC1	i	12%	-9%	-9%	-15%	-10%	5	16	-8%
Cc1ccc(C)c(NS(=O)(=O)c2cc(Br)cnc2N)c1	i	6%	12%	-3%	9%	9%	0	17	12%
CCOC(=O)c1c(C)n(C)c2ccc(OCC(O)CN3CCC(C)CC3)cc12 (stereo not drawn)	i	6%	2%	0%	4%	0%	0	0	13%
COC(=O)c1cc(OC)c(OC)cc1NC(=O)Cn1nnc(-c2ccccc2Cl)n1	i	7%	.	-9%	3%	.	5	6	.
Cc1nc2ccccc2c(=O)n1NC(=O)c1ccccc1Cl	i	0%	-13%	1%	-4%	7%	0	7	-7%
O=C(OCC#CCSc1nnc(-c2cccc3ccccc23)o1)c1cccs1	i	11%	3%	-2%	15%	-1%	8	3	-6%
NC(=O)c1cc(S(=O)(=O)NC2CCCCC2)co1	i	9%	3%	-7%	10%	-4%	15	10	6%
Cc1ccc(Nc2nc(N)nc(CC#N)n2)cc1	i	4%	8%	-7%	4%	-3%	4	2	-3%
COc1ccc(NCc2nnc(SCC(=O)c3ccc(OC)cc3)n2C)cc1	i	3%	14%	-3%	-3%	-1%	7	1	26%
CN1CCN(C(=O)c2cn(C)c3ccc(S(=O)(=O)N(C)C4CCCCC4)cc3c2=O)CC1	i	8%	6%	-9%	7%	-11%	4	5	6%
Cc1cc(=O)[nH]c(Nc2ccc(C(=O)OC(C)C)cc2)n1	i	11%	-2%	-12%	13%	2%	8	6	11%
C=CCn1c(SCc2ccccc2)nnc1-c1cccnc1	i	25%	2%	-3%	4%	-9%	4	0	6%
CC(=O)Nc1ccc(NC(=O)c2ccccc2F)cc1	i	9%	-12%	-4%	3%	12%	6	0	9%	Spn PMK inh pilot replicates=2.5;MK inhibit pilot replicates=1.0;DPM-DC inhibit pilot screen %=2.0
Cc1ccc(C)c(NS(=O)(=O)c2ccc(NC(=O)c3ccco3)cc2)c1	i	16%	7%	3%	0%	-4%	11	0	7%	Spn PMK inh pilot replicates=3.5;MK inhibit pilot replicates=0.0;DPM-DC inhibit pilot screen %=1.5
COC(=O)c1cn(NC(=O)c2cccnc2)c(=O)c2ccccc12	i	8%	-13%	10%	.	.	3	10	-3%	Spn PMK inh pilot replicates=3.0;MK inhibit pilot replicates=0.0;DPM-DC inhibit pilot screen %=2.0
COc1ccc(CN2CCC(C(=O)N3CCN(c4ccccc4F)CC3)CC2)cc1OC	i	1%	-4%	-1%	0%	6%	52*	0	-4%
CCCc1nc2oc3cc(OC)ccc3c(=O)c2c(=O)n1Cc1ccco1	i	14%	-1%	3%	.	-4%	16	15	10%
CN1CCN(C(=O)c2cc3c(s2)-c2ccccc2S(=O)(=O)C3)CC1	i	4%	-12%	2%	13%	2%	1	9	0%
O=C(CSc1nnc(CN2CCOCC2)n1-c1ccccc1)N1CCc2ccccc21	i	2%	-11%	0%	6%	-8%	9	7	-5%
COc1cccc(C2NC(=O)NC(C)=C2C(=O)Nc2ccccc2C)c1 (stereo not drawn)	i	11%	1%	11%	-2%	10%	7	5	-1%
CCOC(=O)N1CCN(C(=O)Nc2sc3nc4n(c(=O)c3c2C)CCC(C)CC4)CC1 (stereo not drawn)	i	0%	2%	-1%	8%	2%	7	0	11%
CC(=O)c1cccc(NC(=O)N2CCCC2C(=O)NC2CCCCC2)c1 (stereo not drawn)	i	9%	2%	-4%	14%	-1%	0	14	2%
CCn1cc(Br)c(-c2nc3ccccc3c(=O)n2N)n1	i	6%	6%	-7%	11%	0%	2	1	-4%
O=C(NCCc1ccccc1)c1ccc2c(c1)N(Cc1ccccc1)C(=O)CS2=O (stereo not drawn)	i	5%	-2%	-3%	5%	1%	8	3	4%
Cc1ccc(Nc2nc(N)nc(CN3CCN(C)CC3)n2)cc1	i	9%	-32%	0%	4%	0%	10	11	-11%

Structural class: those above containing a COOH group
SMILES	DPM-DC inhibit	Alkaline phosphatase	HPDE-C7 cytotoxicity	Bfl-1 displacement	LYP inhibition	HT1080 viability	MK inhibit	Spn PMK inh	HPDE-C7K KRASV12	others
O=C(O)C1CCN(S(=O)(=O)N2CCOCC2)CC1	i	8%	5%	2%	0%	20%	0	9	4%
O=C(O)Cc1nc2nc3c(c(=O)n2[nH]1)CCCC3	i	10%	5%	-7%	7%	-1%	10	1	2%
O=C(O)C1CSCN1S(=O)(=O)c1cccc2nsnc12 (stereo not drawn)	i	8%	0%	0%	-4%	-1%	5	8	3%

The listing continues.
SMILES	DPM-DC inhibit	Alkaline phosphatase	HPDE-C7 cytotoxicity	Bfl-1 displacement	LYP inhibition	HT1080 viability	MK inhibit	Spn PMK inh	HPDE-C7K KRASV12	others
O=C(O)CCc1nnc2n(Cc3ccc(F)cc3)c(=O)c3ccccc3n12	i	9%	-6%	-5%	-6%	-2%	0	3	-7%
O=C(c1cccs1)N(Cc1ccco1)Cc1cc2ccccc2[nH]c1=O	i	11%	-2%	5%	6%	-5%	8	7	-13%	Spn PMK inh pilot replicates=0.0;MK inhibit pilot replicates=0.0;DPM-DC inhibit pilot screen %=5.0
Cc1c(C(=O)Nc2ccccc2)sc2nc(-c3ccccc3)cn12	i	1%	26%	0%	.	.	5	6	39%
COc1ccc(-n2nnnc2SCC(=O)N2CCOCC2)cc1	i	9%	11%	-5%	7%	4%	4	1	11%	Spn PMK inh pilot replicates=3.5;MK inhibit pilot replicates=0.0;DPM-DC inhibit pilot screen %=2.0
Cc1cc(C)c(S(=O)(=O)Nc2ccc(OCC(=O)O)cc2)c(C)c1	i	-1%	-23%	2%	3%	9%	0	0	-12%
CCOC(=O)CSC1=C(C#N)C(c2ccccc2OC)CC(=O)N1 (stereo not drawn)	i	4%	55%*	2%	15%	-1%	5	0	31%
c1ccn2c(SCc3ccc4c(c3)OCCO4)nnc2c1	i	10%	11%	-2%	-10%	1%	6	7	6%	Spn PMK inh pilot replicates=1.0;MK inhibit pilot replicates=1.0;DPM-DC inhibit pilot screen %=0.5
Cc1occc1-c1nnc(SCC(=O)c2ccc(F)cc2)n1Cc1ccco1	i	10%	-16%	-4%	13%	-1%	18	15	-7%	Spn PMK inh pilot replicates=2.0;MK inhibit pilot replicates=3.0;DPM-DC inhibit pilot screen %=1.5
Cc1ccc(N(CC(=O)N2CCc3ccccc32)C2=NC(=O)CS2)cc1	i	2%	4%	-2%	.	-7%	2	15	5%
Cc1ccc(C(=O)CC2(O)C(=O)N(Cc3ccc4c(c3)OCO4)c3ccccc32)cc1 (stereo not drawn)	i	21%	-6%	1%	-12%	-4%	3	5	-19%
CCc1ccc(OC)c(S(=O)(=O)Nc2ccccc2C)c1	i	4%	6%	-2%	0%	4%	11	1	6%
O=C(CSc1ncc(-c2ccccc2)n1-c1ccccc1)NCc1ccco1	i	5%	0%	7%	7%	4%	8	14	4%
Cc1cc(C)nc(NC(=O)CSc2ccccn2)n1	i	2%	0%	1%	14%	3%	11	8	8%
